Tau filament bind = binds recombinant human tau filaments | recombinant tau filaments, thioflavin S fluorescence, 15 h; filaments grown with octadecylsulfate alongside compound | Potency, µM (doses to about 57.1 µM), without a hit: at the top dose activity change, negative = inhibition | 2% of 71,000 active | AID 596;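 also: potency is read from the fitted curve at half-maximal effect; % is scaled to controls: 0 for no effect and ±100 for the full control effect; actives lower thioflavin S fluorescence by blocking filaments or displacing dye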
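His-tagged recombinant human tau (exons 2, 3 and 10 included), 1 uM, was induced to fibrillize by 30 uM sodium octadecylsulfate with compound present. After 15 h at 37 C, thioflavine S fluorescence (ex 450, em 510 nm) was read.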
Hsp90 Hop PPI = changes Hsp90-Hop TPR2A binding signal, up or down. AlphaScreen TPR2A-His6 binding biotin-Hsp90 C-terminal peptide. Potency, µM (highest dose often 57 µM), without a hit: at the highest dose activity change, negative = inhibition. 0.44% of 71,000 active. AID 595; active = well fitted curve in either direction with a large enough effect; inconclusive = small, poorly fitted or top-dose-only effect, or another doubt; also: potency is read from the fitted curve at half-maximal effect; % is scaled to controls: 0 for no effect and ±100 for the full control effect; many of its hits are not listed in these tables
CRE Fsk mod = modulators of forskolin-stimulated CRE signaling in CHO cells; CHO CRE-bla reporter (cAMP response element driving beta-lactamase), forskolin EC10, beta-lactamase ratio; Potency, µM (doses to about 38.2 µM), for the others: at the highest dose activity change, negative = inhibition, actives largely listed as activators; 2.5% of 71,000 active; active = well fitted activation curve with a large enough effect in the signal ratio, with a control signal flat, not every such curve was filed as active; inconclusive = small, poorly fitted or top-dose-only effect, or effect the other way, or a change in a side signal; the % refers to the signal ratio; also: potency is read from the fitted curve at half-maximal effect; % of control where 0% means no effect
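qHTS titration format; CRE-bla CHO reporter; stimulus EC10 NKH 477, a water-soluble forskolin. Read: CCF4 460/530 nm ratio. Potency expressed as AC50 for activators or inhibitors.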
GFP derepression = epigenetic modulators derepressing GFP locus in mouse cells. mouse C127i GFP locus derepression, cytometry, 30 h. Potency, µM (top dose mostly 46.1 µM), for inactives: at the highest dose GFP derepression (activation). 0.09% of 68,000 active. AID 597; also: % of control where 0% means no effect
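Locus derepression in mouse mammary C127i cells whose integrated CMV-GFP reporter is normally silent; GFP expression after 30 h compound treatment was quantified by counting fluorescent cells.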
Luciferase inh = blocks Photinus pyralis firefly luciferase activity | P08659 | purified firefly luciferase, luminescence, 8 min | Potency, µM (titrated, usually from 57.1 µM), inactives show at the top dose activity change, negative = inhibition, usual class: inhibitors | 2.2% of 72,000 active | AID 411; also: potency is read from the fitted curve at half-maximal effect; % is scaled to controls: 0 for no effect and ±100 for the full control effect; nearly all actives have a fitted effect of over 40% in size
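Here, luciferase activity is measured as luminescence following an 8 min room-temperature reaction at 10 uM ATP, pH 7.2. Every library sample is titrated.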
HBB splice mod = alters splicing of the hemoglobin beta chain; HBB splicing reporter cell assay, activation; EGFP reporter with mutant IVS2-654 intron; response scale: normalised to 500 nM splice-correcting PNA; Potency, µM (titrated, usually from 46.1 µM), without a hit: at the top dose activation, actives largely listed as activators; 0.06% of 65,000 active; also: potency is read from the fitted curve at half-maximal effect; 0% is about no effect
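HeLa cells stably expressing EGFP interrupted by mutant beta-globin intron 2 (IVS2-654), 500/well in 2% FCS. Treated with compound for 2 days at 37C. Splicing correction scored as total well GFP intensity (488 nm excitation, 500-520 nm emission); 500 nM antisense PNA served as control.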
ERK AVP inh = inhibitors of vasopressin-stimulated ERK signaling pathway | HEK293-V1b, vasopressin-stimulated pERK AlphaScreen | Potency, µM (top dose mostly 57.5 µM), for inactives: top-dose activity, negative = inhibition, hits mostly inhibitors | 0.99% of 72,000 active | AID 995; also: potency is read from the fitted curve at half-maximal effect; % is scaled to controls: 0 for no effect and ±100 for the full control effect; nearly all actives have a fitted effect of over 55% in size
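HEK293 cells stably expressing V1b receptor, preincubated 30 min at 37 °C with compound, then stimulated 5 min with 25 nM vasopressin. Phospho-ERK by AlphaScreen SureFire after 5 h RT; normalized to DMSO and vasopressin; AC50 by Hill fit.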
HADH2 inhib = blocks human hydroxyacyl-CoA dehydrogenase type II; AID 886; Potency, µM (highest dose often 57.1 µM), for inactives: top-dose activity change, negative = inhibition, most hits filed as inhibitors; recombinant HADH2, NADH fluorescence, beta-hydroxybutyryl-CoA; Q99714; 3.4% of 73,000 active; also: potency is read from the fitted curve at half-maximal effect; % is scaled to controls: 0 for no effect and ±100 for the full control effect; nearly all actives have a fitted effect of over 60% in size; many of its hits are not listed in these tables
Target sequence (Q99714 whole entry, looked up, one chain of several): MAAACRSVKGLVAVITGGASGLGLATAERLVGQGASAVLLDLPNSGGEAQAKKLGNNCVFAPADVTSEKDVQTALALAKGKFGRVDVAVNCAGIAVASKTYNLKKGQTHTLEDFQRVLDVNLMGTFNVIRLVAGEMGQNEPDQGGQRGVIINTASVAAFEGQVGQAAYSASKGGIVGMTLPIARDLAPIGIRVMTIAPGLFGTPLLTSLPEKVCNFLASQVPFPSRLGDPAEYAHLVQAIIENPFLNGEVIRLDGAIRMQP
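His-tagged recombinant enzyme from E. coli, 20 nM, preincubated 15 min RT with compound; reaction started with 1 mM NAD+ and 90 uM beta-hydroxybutyryl-CoA in 100 mM Tris-HCl pH 9.0. NADH fluorescence (ex 360/em 450) read over 4 min; last-minus-first difference.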
DNA Pol III inh = DNA polymerase III holoenzyme inhibition. reconstituted DNA polymerase III holoenzyme replication, biochemical. Potency, µM (titrated, usually from 57.1 µM), for the others: at the top dose activity change, negative = inhibition. 0.25% of 71,000 active; also: potency is read from the fitted curve at half-maximal effect; % is scaled to controls: 0 for no effect and ±100 for the full control effect
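Reconstituted *E. coli* holoenzyme (0.35 nM Pol III, 1 nM beta, 154 nM SSB, 2 nM primase) was preincubated with compound for 15 min at RT. Synthesis on 1.4 nM ssM13Gori ran 35 min, then was stopped with PicoGreen/EDTA and read as dsDNA fluorescence.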
UbGFP stabilizer = inhibits proteasome, raising ubiquitin-GFP reporter fluorescence; Ubiquitin-GFP reporter cells, proteasome inhibition, GFP fluorescence; response scale: untreated = 0%, 10 µM MG-132 = 100%; Potency, µM (top dose mostly 45.9 µM), inactives show at the highest dose activation (GFP accumulation), usual class: activators; 67,000 tested, under 10 active; AID 526; active = well fitted activation curve with a large enough effect, not every such curve was filed as active; inconclusive = small, poorly fitted or top-dose-only effect, or another doubt; inactive = no such curve, though single readings can be large or run the other way; also: potency is read from the fitted curve at half-maximal effect
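U2OS Ub(G76V)-GFP reporter; O/N plating, 0.5% FBS; cpd 46 uM–2.9 nM, 4 h, 37 °C; GFP+ cell count, 488/515 nm; norm. to basal vs 10 uM MG-132; CRC fit.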
ALOX15 inhib = inhibitors of human 15-lipoxygenase (ALOX15) | P16050 | purified 15hLO-1, xylenol orange hydroperoxide absorbance | Potency, µM (titrated, usually from 57.1 µM), inactives show top-dose activity change, negative = inhibition, hits mostly inhibitors | 1.4% of 74,000 active | AID 887; also: potency is read from the fitted curve at half-maximal effect; % is scaled to controls: 0 for no effect and ±100 for the full control effect; nearly all actives have a fitted effect of over 55% in size
Target sequence (P16050 whole entry, looked up): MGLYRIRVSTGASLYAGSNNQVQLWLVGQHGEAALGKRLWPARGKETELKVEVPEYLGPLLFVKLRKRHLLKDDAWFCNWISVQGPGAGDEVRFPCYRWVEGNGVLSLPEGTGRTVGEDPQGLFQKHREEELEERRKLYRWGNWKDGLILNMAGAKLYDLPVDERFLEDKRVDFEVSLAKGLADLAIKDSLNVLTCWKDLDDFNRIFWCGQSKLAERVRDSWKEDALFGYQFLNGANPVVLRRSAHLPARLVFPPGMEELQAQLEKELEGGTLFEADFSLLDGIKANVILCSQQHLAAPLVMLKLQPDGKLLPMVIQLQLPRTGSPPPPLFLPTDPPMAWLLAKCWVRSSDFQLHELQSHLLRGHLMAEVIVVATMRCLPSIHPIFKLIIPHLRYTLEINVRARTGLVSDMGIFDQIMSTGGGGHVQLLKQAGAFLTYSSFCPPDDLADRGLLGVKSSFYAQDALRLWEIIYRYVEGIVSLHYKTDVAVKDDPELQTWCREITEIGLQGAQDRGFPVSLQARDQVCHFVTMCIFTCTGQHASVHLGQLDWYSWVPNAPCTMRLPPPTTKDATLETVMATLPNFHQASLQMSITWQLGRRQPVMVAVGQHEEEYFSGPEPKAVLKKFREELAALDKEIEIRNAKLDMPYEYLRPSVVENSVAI
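Inhibition is scored from a chromogenic endpoint. After 15 min enzyme-compound contact, arachidonic acid (50 uM final) reacts 6 min with 40 nM 15hLO-1 at room temperature, then Fe-XO reagent is added for 30 min and absorbance ratio recorded.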
The depositor's hits bear a star; u = inconclusive; x = no result given; [ ] = remark or other dose. Unless noted, calls follow the shape of the dose curve; as a rule, active = well fitted curve in the direction sought with a large enough effect; inconclusive = small, poorly fitted or top-dose-only effect, or another doubt; inactive = no such curve, though single readings can be large; an effect the other way counts as inactive or inconclusive. An excerpt, so the mix of outcomes need not match the whole.

SMILES | Tau filament bind | Hsp90 Hop PPI | CRE Fsk mod | GFP derepression | Luciferase inh | HBB splice mod | ERK AVP inh | HADH2 inhib | DNA Pol III inh | UbGFP stabilizer | ALOX15 inhib
CCn1c(SCC(=O)N(Cc2ccccc2)C2CCS(=O)(=O)C2)nc2ccccc2c1=O (centres undefined) | 6% | -1% | u | -2% | 2% | 3.8% | 20% | -6% | -7% | -4% | 2%
Cc1cc(NC(=O)c2ccc3c(c2)C(=O)N(Cc2cccnc2)C3=O)no1 | -13% | 1% | -13% | -1% | 2% | -0.9% | -6% | 13% | 0% | 3% | 1%
Cc1cccc(CN2CCN([C@@H](c3ccccc3)c3ccc(Cl)cc3)CC2)c1 | -11%[25.6 µM] | -3%[26 µM] | -10%[17.1 µM] | 0%[20.6 µM] | 8%[25.5 µM] | -0.3%[20.6 µM] | -2%[25.7 µM] | -6%[25.6 µM] | -2%[25.6 µM] | 12%[20.5 µM] | 6%[25.6 µM]
Cc1c(C(=O)N2CCN(C(=O)c3ccco3)CC2)sc2nc(-c3ccc(F)cc3)cn12 | -2% | -2% | u | x | 2% | -0.8% | x | u | -14% | 10% | -8%
CCNc1ccc(C(=O)OCC)cc1NC(=O)c1cccc(N(C)C)c1 | -15% | -11% | u | 4% | 0% | -0.2%[57.5 µM] | -25% | 5% | -2% | -1% | 0%
N#Cc1cccc(-c2ccc3ncnc(NCCN4CCOCC4)c3c2)c1 | 13% | -11% | u | 2%[9.22 µM] | -2%[2.29 µM] | 0.3% | -4% | 10% | 8% | 3% | 6%
Cc1ccc(F)cc1NC(=O)C1CCCN(c2ncccn2)C1 (centres undefined) | 4% | 1% | 6% | 0% | 2% | -0.1%[57.5 µM] | u | 1% | -4% | 0% | 2%
CCCCC(=O)N(c1ccc(OCC)cc1)C1C=CS(=O)(=O)C1 (centres undefined) | 1% | 1% | 1% | 0% | 4% | -1.4% | 15% | 5% | -1% | -7% | 32%[activator]
CCN(CC)c1ccc(NC(=O)c2ccccc2F)cc1 | u | -18% | 4% | 8% | 16µM* | -0.1% | -25% | -15% | -5% | 4% | -17%
CSc1nnc(Cc2ccc3c(c2)OCO3)o1 | 8% | 1% | -5% | 1% | 1% | 2.0%[57.5 µM] | -26% | -8% | -10% | -1% | -7%
O=c1c2ccccc2c(C=NC2CCS(=O)(=O)C2)c(O)n1-c1ccccc1 (centres undefined) | 2% | -5% | u | 2% | 0% | -1.1%[57.5 µM] | -16% | 14% | -1% | -1% | -1%
Cc1cccc(-c2noc(CN(C(=O)c3ccc4c(c3)OCO4)C(C)C)n2)c1 | -18% | 2% | -13% | 0% | 1% | -0.5% | -3% | 12% | -1% | 6% | -26%
O=[N+]([O-])c1ccc2ncccc2c1CCc1c([N+](=O)[O-])ccc2ncccc12 | -14%[11.4 µM] | -2%[11 µM] | u | 3%[9.22 µM] | 2%[11.4 µM] | 4.2%[9.22 µM] | -14%[11.5 µM] | -4%[11.4 µM] | -5%[11.4 µM] | -2%[9.17 µM] | 3%[11.4 µM]
N#CCSc1nc2cc(C(=O)N3CCCC3)ccc2c(=O)n1Cc1ccccc1 | 10% | 5% | u | -1% | -1% | -0.1% | u | -11% | 1% | 1% | -11%
c1csc(Cc2nn3c(-c4n[nH]c5c4CCC5)nnc3s2)c1 | -21% | -2% | u | 2% | 0% | -0.3%[1.84 µM] | u | -24% | -2% | -3% | -8%
CCCCCCC(=O)N1CCC(c2nc3c(nnn3Cc3ccccc3Cl)c(=O)[nH]2)CC1 | 68% | -7% | u | -1% | -6% | -0.1%[57.5 µM] | u | -7% | 0% | -3% | -21%
O=C(CSCCO)N1CCc2ccccc21 | 5% | -1% | -8% | 10% | -1% | -0.7% | -5% | 3% | -4% | 9% | 2%
Cc1ccccc1Nc1nc(N)nc(CSc2nc3ccccc3c(=O)n2CCCO)n1 | -6% | -8% | 6.3µM* | -1% | -2% | -1.0% | -16% | -4% | -4% | -5% | -7%
CC(=O)c1cccc(NC(=O)c2cc3nc(C)cc(C)n3n2)c1 | -5% | -7% | u | 7% | u | 1.6% | -23% | u | -5% | 2% | 4%
Cc1ccc(C)c(Nc2ncnc3nc[nH]c23)c1 | 4% | -2% | u | x | 1% | 0.6% | x | 136%[activator] | 2% | 0% | 5%
Cc1nc2ccc(C(=O)N3CCN(c4ccccn4)CC3)cc2s1 | 8% | -4% | 10% | 0% | 3% | 0.4% | -10% | -4% | -4% | -3% | 5%
CCCc1nc2c3cnn(-c4cccc(Cl)c4)c3ncn2n1 | 4% | -2% | -7% | 4% | 0% | 1.1% | 2% | 16% | -3% | 0% | 6%
COC(=O)C(NC(=O)c1ccccc1)c1ccccc1 (centres undefined) | -6% | -2% | -2% | 7% | -3% | -1.9% | -9% | -4% | 1% | -13% | 7%
Cc1cc(N2CCC(C)CC2)n2nc(C)c(-c3ccccc3)c2n1 | 7% | 7% | 9% | 2% | 2% | 2.7%[1.84 µM] | 10% | 8% | -2% | 1% | 3%
COC(=O)c1cc2sccc2n1CC(=O)Nc1cccc(SC)c1 | 42% | 0% | -10% | -4% | -1% | -1.0% | -2% | 16% | 2% | 6% | 22%
COc1ccc(NC(=O)c2ccc3c(c2)n(C)c(=O)n3C)cc1 | 29% | 0% | u | -3% | -13% | 0.1% | -21% | 5% | -5% | 18% | 3%
Cc1cc(N2CCN(c3nnnn3-c3ccccc3)CC2)n2ncnc2n1 | -15% | -1% | 2% | -1% | 1% | -0.2%[57.5 µM] | 3% | 8% | -5% | 2% | 10%
CCOC(=O)CN(C(=O)Cn1nnc2ccccc21)C(C(=O)NCCOC)c1ccccc1C (centres undefined) | -17% | -2% | -2% | -2% | 4% | 2.1% | -4% | 34%[activator] | -9% | -2% | -23%
CC(C)Oc1ccc(C(=O)Nc2ccc(N(C)C)cc2)cc1 | u | -13%[11 µM] | u | -2% | 3.2µM* | 2.5%[0.0738 µM] | -28% | 3.2µM* | 4%[11.4 µM] | -18%[9.17 µM] | -16%[11.4 µM]
COc1ccc(Cl)cc1C(=O)N1CCN=C1SC | -8% | 0% | 2% | -3% | 2% | 0.3% | -10% | -5% | -1% | -5% | 5%
O=C(COc1ccc(F)cc1Br)N1CCc2ccccc21 | 150% | 0% | -2% | -2% | 7.9µM* | -0.4%[57.5 µM] | -22% | -10% | -2% | -3% | -1%
COC(=O)N1CCC2(CCCN(Cc3cc(C(F)(F)F)cc(C(F)(F)F)c3)C2)CC1 | 14% | -4% | 5% | -4%[9.22 µM] | 2%[11.4 µM] | 2.5% | -8% | -3% | 2% | -2% | 0%
c1ccc(Cn2nnc3c(N4CCCC4)ncnc32)cc1 | 11% | -1% | 10µM* | 1% | 2% | x | -18% | 12% | 0% | -3% | 3%
CCOc1ccc2nc(NC3=NCN(CC4CCCO4)CN3)nc(C)c2c1 (centres undefined) | 3% | -1% | 3% | 0% | 1% | 1.2%[57.5 µM] | -7% | 13% | -5% | 2% | -13%
CCN1CCCC1Cn1c(-c2ccccc2)nc2c(N3CCOCC3)nc(C)nc21 (centres undefined) | 21% | 2% | 5% | x | x | -1.0% | -11% | -13% | -4% | -18% | -2%
O=S(=O)(NC1CCCCC1)c1ccc(Cl)s1 | -13% | -2% | 6% | 2% | 3% | 3.5% | 16% | -4% | -2% | 0% | -2%
Cc1sc2c(c1C)c(=O)n(-c1ccccc1)c1nncn21 | 4% | -2% | u | 4% | 0% | -0.8%[9.22 µM] | 7% | 2% | -6% | 4% | 5%
COc1ccc(OC)c(NC(=O)c2cc3ccccc3o2)c1 | 70% | 10% | u | 0% | -20% | -0.7% | -6% | -6% | 1% | -10% | -7%
O=C(c1ccco1)N1CCN(C(=O)C2(S(=O)(=O)c3ccc(Cl)cc3)CC2)CC1 | -6% | -3% | -5% | 2% | 0% | 0.5% | 8% | -2% | -3% | 4% | -2%
